# Compound activity deposited in PubChem by several laboratories.
# Hck-Nef inh = inhibitors of Nef-activated human Hck kinase, primary screen, biochemical, Z-Lyte FRET, 384-well, Hck-YEEI | Tyrosine-protein kinase HCK (Homo sapiens), P08631 | Recombinant Hck-YEEI plus Nef, Z-Lyte FRET kinase assay | inhibition, % at 20 µM | 220,000 tested, 0.68% active | AID 463187, 2010;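 active means Hck-Nef kinase inhibition above about 50%, limit read from the data; inactive means inhibition below that limit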;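 further: 0% = DMSO with Hck plus Nef and 100% = Hck alone without Nef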
# Mdm2 ligase inh = MDM2-luciferase reporter signal enhancers, primary screen, MDM2 E3 ligase inhibitor project, cell-based, luminescence, 1536-well | 210,000 tested, 0.11% active | E3 ubiquitin-protein ligase Mdm2 (Homo sapiens), Q00987 | cell-based MDM2 ubiquitination luciferase reporter, 2 h; 0 = plate control, 100 = twice control, blank-subtracted | signal enhancement, % at 5 µM;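 active means signal enhancement of 30% or more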;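 further: luminescence tracks abundance of the self-degrading MDM2-luciferase fusion protein; higher signal means inhibition of MDM2 E3 ligase activity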
#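 Timing – 2 h compound exposure at 37 °C · Assay system – mammalian cells stably expressing self-ubiquitinating, self-degrading MDM2 E3–luciferase fusion · Amount – 2000 cells seeded into each well · Measure – % luminescence enhancement versus blank-corrected plate control mean · Measured by – SteadyLite luminescence, 15 min reagent step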
# 14-3-3 Bad inh = inhibitors of 14-3-3 zeta/Bad binding, primary screen, biochemical, TR-FRET, bovine 14-3-3 zeta. 220,000 tested, 0.71% active. 14-3-3 protein zeta/delta (Bos taurus), P63103. AID 781, 2007. TR-FRET 14-3-3zeta/Dy647-pBad peptide displacement, 1 h. inhibition, % at 21.7 µM;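 active means inhibition above about 70%, limit read from the data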;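 further: 0% = full 14-3-3 plus peptide FRET controls and 100% = background without 14-3-3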
# zVAD death inh = inhibitors of zVAD-triggered necroptosis, primary screen, L929 cells | L929 zVAD necroptosis rescue, ATP luminescence, 24 h; with zVAD 60 µM | viability rescue, % at 10 µM | AID 1377, 2008 | 220,000 tested, 0.38% active;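 active means activation, scaled between plate controls, above about 75%, limit read from the data; inactive means activation under that limit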;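 further: 0% = zVAD with DMSO and 100% = DMSO alone without zVAD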
# Tb hexokinase = Trypanosoma brucei hexokinase 1 inhibitors, primary screen, biochemical, G6PDH-coupled NADH absorbance, MLSCN library; inhibition, % at 10 µM; hexokinase 1 [Trypanosoma brucei]; recombinant TbHK1, G6PDH-coupled NADH A340; AID 1430, 2008; 220,000 tested, 0.11% active;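 active means inhibition of 50% or more in the single-dose primary screen; inactive means inhibition below 50%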
# NCF1 inh = p47phox/p22phox peptide binding inhibitors, primary screen, biochemical, uHTS, NADPH oxidase regulatory subunit. Neutrophil cytosol factor 1 (Homo sapiens), P14598. fluorescence polarization, 2 h. inhibition, % at 24.7 µM. 220,000 tested, 0.53% active. AID 1274, 2008;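 active means inhibition above about 30%, limit read from the data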;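 further: 0% = p47phox with labelled peptide and 100% = labelled peptide alone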
# Runt-SMMHC FRET = inhibitors of RUNX1 Runt–CBFb-SMMHC binding, primary screen, biochemical, FRET, Cerulean-Runt, Venus-CBFb-SMMHC, uHTS | inhibition, % at 20 µM | Cerulean-Runt/Venus-CBFb-SMMHC FRET ratio 530/480, 1 h | 220,000 tested, 0.74% active | Runt-related transcription factor 1 (Homo sapiens) + Core-binding factor subunit beta …;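 active means mean inhibition across duplicate retests at 20 µM reaching about 50%, limit read from the data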;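 further: 0% = DMSO wells and 100% = wells with excess untagged CBFb-SMMHC; inhibitors lower the FRET ratio by blocking Runt binding to CBFb-SMMHC; some results filed as inactive read as strong as hits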
# Target sequence (Q01196 whole entry, looked up): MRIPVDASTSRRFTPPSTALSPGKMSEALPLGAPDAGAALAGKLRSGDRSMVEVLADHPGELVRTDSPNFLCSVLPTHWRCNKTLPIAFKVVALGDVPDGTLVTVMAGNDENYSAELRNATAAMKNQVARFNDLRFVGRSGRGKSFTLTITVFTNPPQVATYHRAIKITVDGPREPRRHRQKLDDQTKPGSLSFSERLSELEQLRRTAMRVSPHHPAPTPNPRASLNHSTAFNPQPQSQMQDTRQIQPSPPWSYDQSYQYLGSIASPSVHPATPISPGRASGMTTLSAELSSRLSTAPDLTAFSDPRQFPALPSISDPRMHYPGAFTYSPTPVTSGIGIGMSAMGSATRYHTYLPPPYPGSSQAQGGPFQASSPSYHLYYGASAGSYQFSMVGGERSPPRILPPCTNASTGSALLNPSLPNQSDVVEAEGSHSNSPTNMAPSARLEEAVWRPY
# Target sequence (Q13951 whole entry, looked up): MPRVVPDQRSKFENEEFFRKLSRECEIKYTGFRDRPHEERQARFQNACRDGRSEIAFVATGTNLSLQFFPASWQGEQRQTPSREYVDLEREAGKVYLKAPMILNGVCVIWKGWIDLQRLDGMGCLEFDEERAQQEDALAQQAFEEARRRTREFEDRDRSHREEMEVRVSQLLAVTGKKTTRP
# EBV gp42 block = Epstein-Barr virus gp42 inhibitors, primary screen, biochemical, uHTS, fluorescence polarization | Fluorescence polarization binding assay, mP read-out | Glycoprotein 42 (Epstein-Barr virus (strain AG876)), Q1HVG2 | inhibition, % (tested at 21.74 µM) | AID 1085, 2008 | 220,000 tested, 0.42% active; in the data active means inhibition above about 50%
# Target sequence (Q1HVG2 whole entry, looked up): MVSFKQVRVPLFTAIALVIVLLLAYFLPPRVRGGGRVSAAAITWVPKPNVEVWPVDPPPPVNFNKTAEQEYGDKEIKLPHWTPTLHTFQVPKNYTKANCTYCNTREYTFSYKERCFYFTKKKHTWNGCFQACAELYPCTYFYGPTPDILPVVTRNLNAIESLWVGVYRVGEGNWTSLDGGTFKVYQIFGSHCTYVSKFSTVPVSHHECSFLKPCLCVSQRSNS
# Runt-CBFb FRET = inhibitors of RUNX1 Runt–CBFb binding, primary screen, biochemical, FRET, Cerulean-Runt, Venus-CBFb, uHTS. 220,000 tested, 0.46% active. Runt-related transcription factor 1 (Homo sapiens) + Core-binding factor subunit beta …. inhibition, % at 20 µM. Cerulean-Runt/Venus-CBFb FRET ratio 530/480, 1 h;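 active means inhibition over about 50% at 20 µM in the single-dose screen, limit read from the data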;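 further: 0% = DMSO wells and 100% = excess unlabeled CBFb competitor control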
#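 System: Cerulean-labeled Runt domain protein | Quantity: 100 nM of each labeled protein | Schedule: 1 h compound exposure, room temperature | Detection: Fluorescence energy transfer, 422 nm excitation, 530/480 nm emission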
# Starred values were filed as active, the others as inactive; x = no result given; [ ] = another dose, or the depositor's remark.
mol	Hck-Nef inh	Mdm2 ligase inh	14-3-3 Bad inh	zVAD death inh	Tb hexokinase	NCF1 inh	Runt-SMMHC FRET	EBV gp42 block	Runt-CBFb FRET
CC(C)(C)OC(=O)NCCCCCc1nnc(SCc2cccc(F)c2)o1	21	-7	-3	-0.4	-3	-15	1	-9	-3
CCn1c(=O)c2cc(C(=O)N(C)c3cc(C)ccc3OC)sc2c2ccccc21	10	-1	2	-1.1	-37	2	-1	-19	-4
Cc1oc(S(=O)(=O)N(C)C)cc1C(=O)Nc1ccc(F)cc1	6	0	-3	0.6	-8	-9	-1	-14	3
CN(C)S(=O)(=O)c1cccc(NC(=O)CN2C(=O)NC(Cc3c[nH]c4ccccc34)C2=O)c1 (stereo not given)	16	-2	-13	3.5	-4	-6	-2	5	0
COC(=O)c1sc(S(=O)(=O)NCCCN(C)C)c(C(=O)OC)c1C	-8	-4	7	-0.5	-1	-9	0	-5	-1
CC(C)c1ccc(NC(=O)C(c2ccccc2)N(Cc2ccco2)C(=O)CC2NC(=O)NC2=O)cc1 (stereo not given)	1	-10	-20	2.1	-3	-8	2	6	-5
CC(CCn1cccn1)NC(=O)CCc1nnc(CCc2ccccc2)o1 (stereo not given)	17	-6	-9	3.0	-2	-2	x	-15	x
O=C1C(C2=NC(c3ccccn3)C3C(=O)N(c4ccc(OC(F)(F)F)cc4)C(=O)C23)=C(O)c2ccccc21 (stereo not given)	23	10	5	0.0	-10	6	-11	-4	-6
Cc1cc(-c2ccccc2)nc(N/N=C/c2cccnc2)n1	20	-1	-7	42	-25	-10	4	-24	-1
COc1ccc(CN2C(=O)C(=O)N(CC(N)=O)C2=O)cc1	6	-17	-2	1.6	0	5	-3	6	-1
CCN(C(=O)CSc1nnc(-c2c[nH]c3ccccc23)o1)C1CCS(=O)(=O)C1 (stereo not given)	6	-5	3	0.1	0	-4	-4	-14	x
CCn1c2ccccc2c2cc(NC(=O)c3ccco3)ccc21	-6	-5	91*	26	-6	-22	2	-14	-1
CNC(=O)c1ccsc1NC(=O)c1ccc(S(=O)(=O)N2CCc3ccccc32)cc1	-3	x	-37[fluorescence artefact?]	x	-13	-15	-3	0	-4
Cc1cc(NC(=O)CSc2nnc(-c3cccs3)n2N)no1	0	-49	-8	0.4	-3	-6	-7	-2	-1
O=C(C1CC1)N1N=C(C2CCCCC2)CC1(O)C(F)(F)F (stereo not given)	3	7	-7	0.1	-7	x	5	-3	-1
OCCn1c(CSc2nnc(-c3ccco3)n2-c2ccccc2)nc2ccc(Cl)cc21	1	1	-13	-0.6	-6	-3	22	-7	14
COc1ccc(Nc2nc(Cl)nc(NCCO)n2)cc1	2	2	-5[fluorescence artefact?]	0.3	10	-16	-6	6	0
CCOc1nc(-c2ccc(OC)cc2)ccc1-c1noc(-c2cc(OC)c(OC)c(OC)c2)n1	4	-1	2	0.3	-22	-119	6	-63	-2
Cc1cccc(NC(=O)Cn2cnc3ccccc3c2=O)c1C	0	-5	92*	0.8	-1	-3	0	-18	-2
Cc1ccc(-c2c[nH]c(=S)n2-c2ccccc2F)cc1	24	-3	-6	-0.8	2	-21	27	-14	15
Cc1ccc(S(=O)(=O)Nc2ccccc2CNC2CCCCC2)cc1	10	-3	-6	1.1	-10	0	18	-4	2
Cc1cc(S(=O)(=O)NCCN(C)C)c(C)s1	3	-18	3	-0.1	3	-13	-2	-6	-3
COc1cc(Cl)c(S(=O)(=O)N2CCN(Cc3ccc4c(c3)OCO4)CC2)cc1Cl	-1	-8	4	1.7	5	-12	3	10	0
NS(=O)(=O)c1cccc(NC(=O)Cn2cnc3ccccc3c2=O)c1	0	x	-8[fluorescence artefact?]	-0.6	-9	-2	-2	-12	-1
CC(C)=CC(=O)Nc1ccc(S(=O)(=O)Nc2ccccn2)cc1	5	-14	-8	0.6	-7	5	3	-12	0
CC(C)CNC(=O)COC(=O)CCC(=O)c1ccc(Cl)cc1	15	-19	11	2.0	7	-4	0	-16	0
Cc1nc2cc(NC(=O)Nc3cccc4ccccc34)ccc2n1C	19	-10	-24	1.6	2	-10	-14	2	-3
O=C(C[n+]1ccc2ccccc2c1)Nc1cc(C(F)(F)F)ccc1Cl	1	-13	3	-1.0	-14	-7	0	-46	-2
CN1CCN(CCC(=O)Nc2ccc(C3CCCC3)cc2)CC1	19	-13	-8	17	6	2	-2	-3	0
Cc1ccc(C)c(NC(=S)NCC(c2cccnc2)N2CCOCC2)c1 (stereo not given)	1	-15	-1	-0.5	2	-9	1	-9	0
Cc1sc(C(=O)Nc2ccc3ccccc3c2)cc1CC(=O)O	20	-4	-3	1.7	-9	3	1	1	0
Cc1ccccc1NC(=O)CC1S/C(=N/c2nccs2)N(C)C1=O (stereo not given)	-1	-12	-9	0.0	-17	-15	-4	-2	3
O=C(OCC#CCSc1nnc(-c2ccccc2)o1)c1cc2ccccc2o1	-2	-11	0	0.3	-10	-2	-1	8	0
CC1CC(C)(C)N(C(=O)CN2C(=O)c3ccccc3C2=O)c2ccccc21 (stereo not given)	10	7	0	-0.5	-7	8	0	-7	-2
CC(CCc1ccccc1)NC(=O)c1ccc(NC(=O)c2cccc(Br)c2)cc1 (stereo not given)	3	15	-5[fluorescence artefact?]	4.9	0	-14	1	4	-2
O=C1CNC(=O)/C(=C/c2ccco2)N1	20	-12	-9	0.4	-27	-1	-9	6	3
C=CCNC(=O)c1cccc(Br)c1	1	2	-3[fluorescence artefact?]	0.1	-5	-10	-2	-15	3
COc1ccc(C)c(-n2c(=O)n(Cc3ccccc3)c(=O)c3[nH]cnc32)c1	14	-4	-7	-0.3	4	-1	-2	-9	-1
O=C(N/N=C/C=C/c1ccco1)c1cnccn1	-5	-3	-5	-0.2	-46	-7	1	1	10
Cc1nc(-c2ccc(S(=O)(=O)NCc3cccnc3)s2)cs1	3	-1	0	0.6	-2	15	2	-1	4
O=C(CC1CCCCC1)N1CCC(c2nc(-c3ccc(S(=O)(=O)N4CCCC4)cc3)no2)CC1	0	-8	3	0.2	-2	-11	2	5	-3
O=C(CSc1nnc(-c2ccccc2)c(-c2ccccc2)n1)N1CCc2ccccc21	-1	6	5	-0.6	1	-22	-6	-4	-1
N=c1ccn(Cc2ccc(Cl)cc2Cl)cc1	5	-14	-4[fluorescence artefact?]	-0.1	-10	1	-6	-17	-1
O=C(COc1ccc(S(=O)(=O)N2CCCC2)cc1Cl)Nc1ccc2c(c1)OCO2	-1	-14	-12[fluorescence artefact?]	0.0	-5	-16	-4	-17	-3
C#CCOCCOCCOCCNc1nc(N2CCN(C(=O)[C@H]([C@@H](C)CC)n3cc([C@@H](N)CC(C)C)nn3)CC2)nc(N2CCN(C(=O)[C@H](Cc3cc4ccccc4[nH]3)n3cc([C@@H](N)C(C)CC)nn3)CC2)n1 (stereo not given in full)	22	1	2	0.5	-14	7	2	-16	3
CC(c1ccco1)N(C(=O)c1ccccc1NS(=O)(=O)c1cccc([N+](=O)[O-])c1)c1ccccn1 (stereo not given)	7	-5	38	0.5	-3	-2	-4	-12	-1
O=C(c1ccccc1Sc1ccc([N+](=O)[O-])cc1)N1CCCCC1	-4	-19	-7	-0.1	-18	-3	2	-3	12
Cc1ccc(-c2cc(C(=O)Nc3sc4c(c3C(=O)NCc3ccco3)CCC4)[nH]n2)c(O)c1	3	-6	29[fluorescence artefact?]	1.6	-12	-9	-19	-23	-8
CC1CC(C)CN(CC(=O)c2cccs2)C1 (stereo not given)	5	3	1	0.1	-1	-3	0	-1	1
Cc1cc(NO)nc(-c2ccc(Br)cc2)n1	4	-17	-1[fluorescence artefact?]	-0.3	-1	-1	9	-17	6
C=C(C)CNC(=S)Nc1sc2c(c1C(=O)OCC)CC(C)(C)OC2	-1	-5	3	-0.3	-9	-2	52	-16	12
S=C(NCc1cccnc1)Nc1ccc(Cl)cc1	-1	-11	5[fluorescence artefact?]	-0.1	6	-7	0	0	1
CC(C)(Oc1ccc(Cl)cc1)C(=O)NCCCn1ccnc1	-1	4	-4	0.9	-1	5	2	-1	1
COc1ccc(-c2noc(CN(C(=O)c3cccs3)C(C)C)n2)cc1	0	-10	-1	-0.2	-3	-19	4	-21	-2
O=C(c1ccc(Cl)cc1)C1CCCN(Cc2cnn(-c3ccccc3)c2)C1 (stereo not given)	-1	-12	-4	0.8	0	-9	-1	-8	0
CC(C)C(C(=O)NCc1ccco1)N(CC1CCCO1)C(=O)CNS(=O)(=O)c1ccccc1 (stereo not given)	22	-4	-14	1.6	3	-6	-2	-19	0
COC(=O)Cc1c(C)c2cc(Cl)c(OC(=O)c3ccco3)cc2oc1=O	102*	-11	1	-0.4	-24	-5	141*	-26	98*
C=CC(c1ccccc1)C(C(=O)c1ccccc1)N(C)C (stereo not given)	26	-4	-5	0.0	-2	-2	4	12	-2
COC(=O)c1c(NC(=O)CSc2nc3ccccc3c(=O)n2-c2ccccc2)sc(C)c1C	15	-16	-12	0.8	13	-19	0	-22	-2
NC(=O)CSc1nc2c(c(=O)n1-c1ccccc1)C1(CCCCC1)Cc1ccccc1-2	-2	18	-6[fluorescence artefact?]	-0.4	2	-9	2	1	-2
